TRHR PAM = qHTS for Small Molecule Agonists and Allosteric Enhancers of Human TRH Receptor: Primary Screen for Enhancers | 360,000 compounds, 0.66% hits | TRHR cells, fluo-8 calcium fluorescence, EC20 TRH enhancement | AID 493056, 2011 | Thyrotropin-releasing hormone receptor (Homo sapiens), P34981 | enhancement, % at 2 µM; in the data active means enhancement above about 30%; further: 0% is about no effect
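TRHR-expressing cells loaded with fluo-8 calcium dye were read kinetically (ex 480/em 530) during compound addition, then stimulated with an EC20 of TRH (10 nM final). Enhancement of the Gq-mediated intracellular calcium response was scored.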
TRHR agonist = qHTS for Small Molecule Agonists and Allosteric Enhancers of Human TRH Receptor: Primary Screen for Agonists; activation, % at 2 µM; 360,000 compounds, 0.18% hits; AID 493084, 2011; TRHR cells, calcium flux fluo-8, FDSS agonist mode; in the data active means activation above about 30%; further: 0% is about no effect
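In this calcium-flux screen, cells bearing human TRHR are dye-loaded with fluo-8, baselined for 10 cycles, then exposed to library compounds; positive kinetic calcium responses during the agonist phase mark hits, with TRH as control.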
Apoferritin bind = qHTS Assay for Identification of Novel General Anesthetics. apoferritin/1-aminoanthracene competitive binding, fluorescence. Potency, µM (doses to about 77.5 µM), for the others: top-dose activity change, negative = displacement, hits mostly inhibitors. Ferritin light chain (Equus caballus), P02791. 350,000 compounds, 0.074% hits; further: potency means the concentration at half of the fitted maximal effect; on the % scale 0 is the no-effect control and ±100 the full control effect; nearly all actives have a fitted effect of over 20% in size
Target sequence (P02791 2-175 limits assumed): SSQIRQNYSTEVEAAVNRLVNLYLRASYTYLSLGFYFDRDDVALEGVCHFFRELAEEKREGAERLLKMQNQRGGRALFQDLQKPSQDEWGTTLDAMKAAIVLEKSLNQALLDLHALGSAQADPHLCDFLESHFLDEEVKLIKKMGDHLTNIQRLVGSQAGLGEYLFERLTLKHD
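Read-out: endpoint 1-AMA fluorescence, excitation 380 nm and emission 535 nm, after compounds sit 10 min at room temperature with 10 uM horse-spleen apoferritin in 50% saturated 1-AMA/PBS. Values come from four-parameter Hill fits.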
D2 PAM = HTS Assay for Positive Allosteric Modulators of the Human D2 Dopamine Receptor: Primary Screen for Potentiators; HEK293 T-REx D2, calcium flux, EC20 dopamine potentiation; potentiation, % at 10 µM; AID 485347, 2010; D(2) dopamine receptor (Homo sapiens), P14416; 340,000 compounds, 0.34% hits;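 active means potentiation over 3 SD above the plate norm, cut at about 30% in these data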; further: 0% is about no effect
Target sequence (P14416 whole entry, looked up): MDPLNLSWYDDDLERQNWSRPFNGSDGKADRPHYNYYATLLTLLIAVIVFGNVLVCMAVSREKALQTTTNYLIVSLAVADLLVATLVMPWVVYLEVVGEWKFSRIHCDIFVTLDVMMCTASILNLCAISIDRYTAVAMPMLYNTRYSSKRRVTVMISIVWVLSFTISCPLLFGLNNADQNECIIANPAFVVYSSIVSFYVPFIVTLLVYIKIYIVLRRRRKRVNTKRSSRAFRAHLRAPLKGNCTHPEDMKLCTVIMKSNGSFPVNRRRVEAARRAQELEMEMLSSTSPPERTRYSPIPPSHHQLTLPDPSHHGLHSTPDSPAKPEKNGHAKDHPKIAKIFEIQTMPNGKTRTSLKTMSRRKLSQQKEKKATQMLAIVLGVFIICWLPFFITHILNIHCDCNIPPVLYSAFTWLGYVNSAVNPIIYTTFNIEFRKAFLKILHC
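Tetracycline-induced HEK293 T-REx cells force-coupled to calcium signalling expressed D2; compounds were pin-added after a 10 s baseline, read kinetically 180 s, then an EC20 dopamine challenge followed with a further 180 s calcium read.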
D1 agonist = Allosteric Agonists of the Human D1 Dopamine Receptor: qHTS; HEK293 T-REx D1 cells, calcium flux, agonist mode; AID 504660, 2011; 360,000 compounds, 1% hits; D(1A) dopamine receptor (Homo sapiens), P21728; activation, % at 2 µM; in the data active means activation above about 30%; further: 0% is about no effect
Target sequence (P21728 whole entry, looked up): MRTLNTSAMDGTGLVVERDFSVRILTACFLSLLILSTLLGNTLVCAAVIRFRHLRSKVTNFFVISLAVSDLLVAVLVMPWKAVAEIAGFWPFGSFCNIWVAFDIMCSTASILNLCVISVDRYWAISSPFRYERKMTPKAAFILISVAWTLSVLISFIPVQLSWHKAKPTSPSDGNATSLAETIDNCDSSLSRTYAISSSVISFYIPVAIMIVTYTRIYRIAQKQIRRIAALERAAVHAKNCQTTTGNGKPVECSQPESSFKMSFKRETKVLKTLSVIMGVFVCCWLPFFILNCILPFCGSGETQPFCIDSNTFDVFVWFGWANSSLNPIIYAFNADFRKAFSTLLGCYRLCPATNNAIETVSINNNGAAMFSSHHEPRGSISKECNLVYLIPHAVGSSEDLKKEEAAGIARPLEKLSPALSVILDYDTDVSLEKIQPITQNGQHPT
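Agonism was scored from calcium flux recorded over 180 s (1 read/s) after pintool compound addition, following a 10-cycle baseline. Cells were inducible force-coupled HEK293 TREx D1, plated overnight at 30 C and loaded with no-wash calcium dye.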
D1 PAM = Potentiators of Human D1 Dopamine Receptor: qHTS; potentiation, % at 10 µM; HEK293 TREx D1 cells, calcium flux, dopamine EC20 potentiation; D(1A) dopamine receptor (Homo sapiens), P21728; 360,000 compounds, 0.036% hits; in the data active means potentiation above about 30%; further: 0% is about no effect
RXFP1 antagonist = qHTS Assay for Antagonists of the Relaxin Receptor RXFP1; Relaxin receptor 1 (Homo sapiens), Q9HBX9; HEK293-RXFP1, relaxin-stimulated cAMP HTRF, 30 min; hits give low values; activity change, negative = inhibition, % at 57.5 µM; 350,000 compounds, 0.59% hits; AID 1259400, 2018;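 active means activity change of -60% or lower, but not beyond a set lower limit; inconclusive means change between -60% and -40%, or beyond the set limit; inactive means change above -40%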; further: on the % scale 0 is the no-effect control and ±100 the full control effect
RXFP1 ag = qHTS Assay for Agonists of the Relaxin Receptor RXFP1 | AID 2676, 2010 | Relaxin receptor 1 (Homo sapiens), Q9HBX9 | 370,000 compounds, 0.3% hits | Potency, µM (doses to about 57.5 µM), for the others: at the highest dose activation, hits mostly activators | HEK293T-RXFP1 cAMP TR-FRET, 30 min; response scale: percent of porcine relaxin response, buffer zero; further: potency means the concentration at half of the fitted maximal effect; on the % scale 0 is the no-effect control and ±100 the full control effect; nearly all actives have a fitted effect of over 60% in size; many of its hits are not listed in these tables
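HEK293 cells stably expressing RXFP1, treated 30 min at 37C with compounds plus PDE4 inhibitor Ro 20174; cAMP measured by HTRF TR-FRET. Normalized to buffer and 29 nM porcine relaxin; EC50 by Hill fit.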
D1 antag = Antagonist of Human D 1 Dopamine Receptor: qHTS | 360,000 compounds, 3.2% hits | HEK293 TREx D1 cells, calcium flux, dopamine EC80; hits give low values | AID 504652, 2011 | activity change, negative = inhibition, % at 10 µM; in the data active means activity change below about -30%; further: on the % scale 0 is the no-effect control and ±100 the full control effect
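Kinetic fluorescence of a calcium dye serves as the read-out. D1-expressing Hek293 Trex cells, induced overnight at 30 C, are exposed to compound for 180 s before an EC80 dopamine addition, then read 180 s further.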
* marks the source's active call; other numbers are inactive results; ? = inconclusive; nt = no result given; & = joins results of further samples. Unless noted, the call rests on the fitted dose curve; in most records, active means well fitted curve in the direction sought with a large enough effect; inconclusive means small, poorly fitted or top-dose-only effect, or another doubt; inactive means no such curve, though single readings can be large; an effect the other way counts as inactive or inconclusive. These rows are one share of the data (hit frequency here may not be typical).

Compound	D1 antag	RXFP1 antagonist	D2 PAM	D1 PAM	Apoferritin bind	D1 agonist	RXFP1 ag	TRHR PAM	TRHR agonist
Cc1nn(C(C)(C)C)c(OC(=O)c2ccco2)c1Sc1ccccc1	-2	-19	-2	-3	-19%	3	-0.1%	-2	-0.7
Fc1ccc(Cc2nnc(-c3cccs3)o2)cc1	-4	-2	1	-2	5%	0	-0.4%	-2	0.2
CCc1ccc(N(C(=O)CNC(=O)c2ccco2)C(C(=O)NC2CCCC2)c2ccncc2)cc1 (stereo not drawn)	30	-10	-5	-9	-13%	1	-0.3%	4	1.0
Cc1ccc(NC(=O)c2cccc(S(=O)(=O)N3CCCc4ccccc43)c2)nc1	4	-4	0	2	nt	2	0.7%	-4	0.7
Cc1cccc(NC(=O)c2nc(-c3ccccc3)n(-c3ccccc3)n2)c1C	-5	-13	-10	5	-14%	-3	-0.4%	2	-0.1
CCOc1ccccc1NC(=O)c1c(NC(=O)COc2ccccc2)sc2c1CCCCC2	1	-12	6	1	-2%	1	2.7%	14	0.9
O=C(CSc1nc2c(c(=O)[nH]1)CCC2)Nc1cccc(O)c1	3	-8	0	4	-7%	1	9.3%	-12	-0.5
Cc1ccc(NC(=O)CSc2nnc(-c3cnccn3)n2Cc2ccco2)cc1C	-4	-3	-33	3	-7%	-5	4.8%	-2	-1.6
CCCOc1ccc(CC(CC(=O)O)(C(=O)O)C(=O)O)cc1	-25	-5	-6	-10	-9%	5	2.2%	5	-0.2
COc1ccccc1/C=N/N1CCN(Cc2ccccc2Cl)CC1	-15	?	6	-6	-4%	2	3.5%	-3	-0.7
O=C(CS(=O)(=O)c1ccc(C(F)(F)F)cn1)NNC(=O)c1ccccc1	-1	-11	-4	-5	-4%	3	0.8%	7	0.3
Cc1ccc(-c2nc(C)c(CCNC(=O)C(=O)Nc3cc(C)ccc3C)s2)cc1	4	nt	8	-1	-11%	5	0.0%	4	0.0
Cc1ccc(C(=O)COC(=O)CCC(=O)Nc2ccc(Oc3cc(C)ccc3C(C)C)cc2)cc1	7	-23	8	1	-7%	1	-0.2%	1	-0.3
COc1cc(CN2CCC(C(=O)NCCC(C)C)CC2)ccc1OCc1ccccc1	-17	1	-8	-2	-15%	20	-0.2%	-6	1.0
C=CCSc1n[nH]c2nc3c(c(=O)n12)C1(CCCC1)Cc1ccccc1-3	-5	nt	8	-3	18%	4	-0.6%	5	0.8
CCOC(CC(=O)NNC(=O)c1c(-c2c(Cl)cccc2Cl)noc1C)OCC	1	-29	-4	0	4%	5	-1.7%	-2	0.5
CC(=O)N(C1CC(C)C(C#N)(C#N)C1(C#N)C#N)N(C)C (stereo not drawn)	4	-19	6	5	-7%	3	2.0%	-3	0.8
O=C(c1ccco1)N1CCN(Cc2c(F)cccc2Cl)CC1	27	2	nt	-4	-9%	1	0.8%	-2	0.0
Cc1ccc2c(c1)sc1nc(-c3cc4ccccc4oc3=O)cn12	1	-1	-2	2	1%	-1	3.7%	1	-1.0
N#Cc1ccccc1OCC(=O)OCC(=O)NC1CC1	-4	7	5	-4	nt	4	-0.6%	1	0.5
Cc1c(C(=O)NCc2ccccn2)oc2ccc(S(=O)(=O)N3CCOCC3)cc12	6	-3	-5	1	-20%	3	-0.1%	-12	0.7
CCOc1ccc(N2C(=O)CC(SC(=NC)Nc3ccc4c(c3)OCO4)C2=O)cc1 (stereo not drawn)	-15	5	-1	-1	0%	2	-0.6%	-1	-0.2
Cc1ccc(C)c(NC(=O)COC(=O)CCc2ccc(S(=O)(=O)N3CCOCC3)cc2)c1	-12	-6	-1	-5	-14%	6	3.5%	-5	-0.4
O=C(N/C(=C\c1cn(-c2ccccc2)nc1-c1ccccc1)C(=O)N1CCOCC1)c1ccccc1	14	nt	4	-1	17%	0	-0.2%	5	0.1
O=C1CC(C(=O)O)S/C(=N\NC(=O)c2ccccc2)N1 (stereo not drawn)	-20	-2	7	3	6%	2	2.4%	3	0.2
CCCCNS(=O)(=O)c1ccc(S(=O)(=O)NCc2ccncc2)cc1	-12	20	-6	-10	-2%	0	1.3%	-2	0.0
NCCCCCC(=O)N/N=C/c1coc2ccccc2c1=O	-8	-12	-2	-5	-12%	1	?	7	-0.2
O=c1c2ccccc2c(/C=N/c2ncn[nH]2)c(O)n1Cc1ccccc1	6	-18&-7	-7	2	7%	1	-0.3%	-4	0.1
O=C(Nc1cccc(F)c1)c1cccnc1	2	-8	-3	-1	-3%	1	2.8%	-5	-0.4
COc1cc(NC(=O)c2ccc3c(SCC(=O)O)c4c(nc3c2)CCCC4)cc(OC)c1OC	-1	2	11	3	-10%	2	12%	-3	0.1

Shown with values under each structure: entries from further up.
Results follow in this order: D1 antag	RXFP1 antagonist	D2 PAM	D1 PAM	Apoferritin bind	D1 agonist	RXFP1 ag	TRHR PAM	TRHR agonist
CCCCNS(=O)(=O)c1ccc(S(=O)(=O)NCc2ccncc2)cc1
→ -12	20	-6	-10	-2%	0	1.3%	-2	0.0
Cc1c(C(=O)NCc2ccccn2)oc2ccc(S(=O)(=O)N3CCOCC3)cc12
→ 6	-3	-5	1	-20%	3	-0.1%	-12	0.7

Going on with the list.
Compound	D1 antag	RXFP1 antagonist	D2 PAM	D1 PAM	Apoferritin bind	D1 agonist	RXFP1 ag	TRHR PAM	TRHR agonist
Cc1ccc(N(C)C(=O)C2CCCN2S(=O)(=O)c2cccc3nsnc23)cc1 (stereo not drawn)	16	-3	-3	-7	-13%	7	0.8%	0	0.7
CCCCC1(C(=O)OC)NC(c2ccc(O)cc2)C2C(=O)N(c3ccccc3)C(=O)C21 (stereo not drawn)	2	-4	5	-2	-4%	1	-2.0%	0	0.4
Nc1cc(OC(=O)c2ccco2)nn1S(=O)(=O)c1ccc(F)cc1	-18	8	-9	-5	-14%	8	-0.9%	-2	0.0
COc1ccc(C2CC(=O)C(C=NCCCN3CCOCC3)=C(O)C2)cc1 (stereo not drawn)	-7	7	-1	2	3%	3	-0.1%	3	0.8
CC(=O)NC(Cc1c[nH]c2ccccc12)C(=O)NCc1ccco1 (stereo not drawn)	-8	10	17	-10	3%	0	-0.3%	1	-0.8
COc1ccc(CCNS(=O)(=O)c2cn(C)c(=O)n(C)c2=O)cc1OC	-1	1	3	0	1%	1	0.8%	1	0.4
O=C(CSc1ncccn1)NCc1ccccc1Cl	-12	-6	3	-5	9%	3	-0.1%	1	-0.8
Cc1nn(Cc2ccccc2)c(C)c1C(=O)OCC(=O)c1cc(C)n(CC(F)(F)F)c1C	-14	-2	-3	-2	-14%	3	-0.3%	-1	-0.1
Cc1ccc(Nc2ncccc2C(N)=O)cc1[N+](=O)[O-]	-27	6	9	7	6%	2	2.8%	-1	0.0
CCOc1ccc(NC(=S)NC23CN4CN(CN(C4)C2)C3)cc1	23	-14	-3	-9	-6%	5	1.8%	-1	-2.8
O=C(COC(=O)c1cc(Cl)ccc1Cl)NCCN1C(=O)CSC1=O	5	-4	9	-2	-5%	4	-0.7%	2	0.4
CC1CCCCN1S(=O)(=O)c1ccc(S(=O)(=O)NCCc2ccncc2)cc1 (stereo not drawn)	26	0	29	-2	-16%	15	1.4%	3	0.6
CC1CCCCC1NC(=O)COC(=O)c1ccc(S(=O)(=O)N2CCOCC2)cc1 (stereo not drawn)	-10	-17	9	-2	-10%	4	0.3%	-5	-0.2
COc1ccc(/C=C2\NC(=S)N(CC3CCCO3)C2=O)c(OC)c1C (stereo not drawn)	-13	-11	-6	6	?	2	-1.3%	14	-0.4
CC[n+]1c(/C=C/C=C/N(C(C)=O)c2ccccc2)sc2ccccc21	13	-31	2	2	?	10	2.5%	-1	4.0
CC(C)CCN(C(=O)Cc1ccc(Cl)c(Cl)c1)c1c(N)n(Cc2ccccc2)c(=O)[nH]c1=O	4	-5	7	-4	-16%	6	0.5%	1	1.2
Cc1ccc(F)cc1NC(=O)c1ccc2c(c1)OCO2	-11	-13	13	-6	-1%	3	2.7%	-1	-1.0
O=C(NCCCN1CCOCC1)c1ccc(CS(=O)(=O)c2c(Cl)cccc2Cl)o1	8	-4	7	1	6%	-2	-0.2%	-2	0.1
Cc1ccc(N(CC(N)=O)C2SC(=O)N(Cc3cccc(C(=O)O)c3)C2=O)cc1 (stereo not drawn)	-1	2	10	-1	-6%	5	1.2%	-7	0.6
Cc1ccc2oc3c(c(=O)c2c1)C1(C(=O)N(C)c2ccccc21)N(CCCO)C3=O (stereo not drawn)	-5	nt	5	-1	6%	-1	1.0%	36*	0.3
N#CC(c1ccccc1O)N1N=C(c2ccccc2)CC1c1ccccc1 (stereo not drawn)	1	-1	-3	4	7%	2	0.6%	-5	0.1
COCC(C)n1c(C)cc(C(=O)CSc2nnnn2-c2ccc(O)cc2)c1C (stereo not drawn)	-27	8	11	0	-8%	8	-1.1%	2	-1.5
COc1cc(CNc2nc(C)c([N+](=O)[O-])c(C)c2C#N)cc(OC)c1	14	-13	1	2	?	8	3.6%	-2	0.8
Cc1ccccc1[C@@H]1C(C#N)=C(N)S[C@H]1C(=O)c1ccccc1	-23	25	5	2	?	0	1.7%	9	-0.2
O=C(Nc1c(C(=O)O)oc2ccc(Br)cc12)c1ccccc1	38	7	7	-2	-8%	3	1.8%	23	-0.4
COC(=O)c1ccc(C(=O)OC)c(NC(=O)CN2CCC(C)CC2)c1	3	-19	-1	-4	-7%	4	0.1%	26	-1.1

3 compounds from above, showing only TRHR PAM and RXFP1 antagonist:
molecule | TRHR PAM | RXFP1 antagonist
CC(C)CCN(C(=O)Cc1ccc(Cl)c(Cl)c1)c1c(N)n(Cc2ccccc2)c(=O)[nH]c1=O | 1 | -5
Cc1ccc(F)cc1NC(=O)c1ccc2c(c1)OCO2 | -1 | -13
O=C(NCCCN1CCOCC1)c1ccc(CS(=O)(=O)c2c(Cl)cccc2Cl)o1 | -2 | -4
